GLP1R cytotox: cytotoxic in the GLP-1 receptor inverse agonist counter-screen. HEK293 cAMP-luciferase reporter cells, luminescence, 24 h. Potency, µM (titrated, usually from 38.3 µM), for the others: top-dose activity change, negative = inhibition, usual class: inhibitors. 410,000 compounds, 0.13% hits;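 also: loss of luciferase light is scored as toxicity; potency is read from the fitted curve at half-maximal effect; % is scaled to controls: 0 for no effect and ±100 for the full control effect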
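Step one: seed cells (200 cells/uL, DMEM with 10% Nu serum, 1% pen-strep). Step two: 12-hour incubation at 37 deg C. Step three: pin 23 nL compound, incubate 24 hr. Step four: add luciferase reagent, read luminescence 12 min later.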
pAkt inh: blocks phosphorylation of Akt. activity change, % for hits at 50 µM. AID 651550. Neuro2A IGF-stimulated pAkt S473 HTRF, 20 min; stronger effect = lower value. 360,000 compounds, 0.32% hits; in the data active = activity change below about -80%; inconclusive = mostly about -51% to -80%; also: % is scaled to controls: 0 for no effect and ±100 for the full control effect
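Neuro2A cells in DMEM with 0.5% FBS, overnight at 37 deg C, given compound at single 50 µM final, then IGF (6 nM final) for 20 min at 37 deg C. Lysed; phospho-Akt Ser473 by HTRF after 24 h, 665/615 ratio.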
MmCpn inh: blocks the Methanococcus maripaludis chaperonin Mm-Cpn. AID 504842. 330,000 compounds, 0.031% hits. purified Mm-Cpn ATPase, ADP Transcreener TR-FRET. Potency, µM (series often up to 76.9 µM), inactives show top-dose activity, negative = inhibition, hits mostly inhibitors; also: potency is read from the fitted curve at half-maximal effect; % is scaled to controls: 0 for no effect and ±100 for the full control effect; nearly all actives have a fitted effect of over 80% in size
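Reaction buffer contained 30 mM Tris pH 7.4, 100 mM KCl, 5 mM MgCl2 and 1 mM DTT. Mm-CPN (25 nM final) hydrolysed 10 uM ATP over 30 min at 37°C; ADP was read by HTRF.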
PTHR1 ag: agonists of human PTHR1 parathyroid hormone receptor. Q03431. HEK293 GP2 PTHR1 cells, GloSensor cAMP luminescence, 1 h. Potency, µM (highest dose often 115 µM), inactives show at the highest dose activation, hits mostly activators. 410,000 compounds, 0.075% hits. AID 743266; also: potency is read from the fitted curve at half-maximal effect; nearly all actives have a fitted effect of over 55% in size; some results filed as inactive show a strong effect at the top dose; inactives centre near -15; many of its hits are not listed in these tables
Target sequence (Q03431 whole entry, looked up): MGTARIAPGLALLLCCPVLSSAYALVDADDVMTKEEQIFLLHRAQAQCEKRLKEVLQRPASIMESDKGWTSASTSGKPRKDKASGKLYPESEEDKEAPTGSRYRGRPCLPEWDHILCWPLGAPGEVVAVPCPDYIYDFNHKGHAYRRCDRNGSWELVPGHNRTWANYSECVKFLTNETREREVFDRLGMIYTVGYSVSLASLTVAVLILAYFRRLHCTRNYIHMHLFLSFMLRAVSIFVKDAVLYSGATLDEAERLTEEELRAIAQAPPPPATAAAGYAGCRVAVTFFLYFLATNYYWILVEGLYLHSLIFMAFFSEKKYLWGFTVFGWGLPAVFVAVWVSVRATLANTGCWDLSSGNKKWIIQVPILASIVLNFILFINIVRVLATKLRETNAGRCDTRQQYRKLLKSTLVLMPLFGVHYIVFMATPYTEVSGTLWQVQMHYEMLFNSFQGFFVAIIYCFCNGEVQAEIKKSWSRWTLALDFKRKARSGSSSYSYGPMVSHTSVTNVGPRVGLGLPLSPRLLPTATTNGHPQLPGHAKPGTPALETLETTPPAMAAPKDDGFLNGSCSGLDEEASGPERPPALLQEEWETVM
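HEK-293-derived GP2 cells expressing PTHR1 and a GloSensor cAMP reporter, 3,000/well, plated overnight, given luciferin plus IBMX (each 0.5 mM as added) for 1 h at 37 °C, then compound for 1 h at 37 °C. Luminescence was read after 15 min at room temperature.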
FUS yeast rescue: FUS proteinopathy suppression in yeast. S. cerevisiae FUS-expressing, growth rescue, OD600, 24 h. AID 1347120. 390,000 compounds, 0.24% hits. Potency, µM (highest dose often 76.6 µM), inactives show at the top dose growth rescue (activation), usual class: activators;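 also: potency is read from the fitted curve at half-maximal effect; plate controls were DMSO vehicle for no effect and reference control for full effect; nearly all actives have a fitted effect of over 55% in size; some results filed as inactive show a strong effect at the top dose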
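FUS-expressing yeast, raffinose-pregrown, induced in 2% galactose minimal medium at OD 0.005; compounds in a dilution series, 24hr at 30C. Growth restoration read as absorbance at 600 nm. CP55940 positive control, DMSO negative.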
aSyn yeast inh: alpha-synuclein toxicity inhibition in yeast. Potency, µM (series often up to 46.1 µM), for the others: at the highest dose growth rescue (activation), actives largely listed as activators. Yeast expressing alpha-synuclein, growth rescue, BacTiter-Glo, 24 h. AID 652106. 370,000 compounds, 0.14% hits; also: potency is read from the fitted curve at half-maximal effect; % of control where 0% means no effect; nearly all actives have a fitted effect of over 65% in size
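Readout is rescue of growth in alpha-synuclein-expressing yeast, so inhibitors of toxicity appear as activators. Growth after 24 hr at 30 deg C in galactose medium is quantified by luminescence.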
TDP43 rescue: TDP-43 toxicity inhibition in yeast; 410,000 compounds, 1.8% hits; Potency, µM (series often up to 46.1 µM), inactives show at the highest dose growth rescue (activation), usual class: activators; TDP-43 expressing yeast growth rescue, BacTiter-Glo, 24 h; also: potency is read from the fitted curve at half-maximal effect; % of control where 0% means no effect; nearly all actives have a fitted effect of over 50% in size
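In this qHTS, compounds that restore growth of yeast expressing TDP-43 appear as activators. Cells (OD600=0.02, galactose medium, raffinose-pregrown) are incubated with compound 24 hr at 30 deg C and growth is quantified by BacTiter-Glo.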
Abeta yeast res: A-beta toxicity reversal in yeast; AID 1347071; 410,000 compounds, 0.063% hits; yeast expressing A-beta42, growth rescue, OD600, 48 h; response scale: 0% DMSO, 100% iron-clioquinol control; Potency, µM (top dose mostly 46.1 µM), for the others: top-dose growth rescue, most hits filed as activators; also: potency is read from the fitted curve at half-maximal effect; nearly all actives have a fitted effect of over 55% in size
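Yeast A-beta toxicity model in growth medium with pinned compounds, 48 h at 30 C; growth read as absorbance at 600 nm. Normalized to FeCl3/clioquinol equimolar mix (positive) and DMSO (negative).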
GLP-1R inv ag: inverse agonists of human GLP-1 receptor; P43220; HEK293 GLP-1R CRE-luciferase, luminescence, 24 h; GLP-1R form is constitutively active; Potency, µM (titrated, usually from 38.3 µM), for inactives: at the top dose activity change, negative = inhibition, hits mostly inhibitors; 410,000 compounds, 1.6% hits; AID 624417; also: potency is read from the fitted curve at half-maximal effect; % is scaled to controls: 0 for no effect and ±100 for the full control effect; nearly all actives have a fitted effect of over 55% in size
Target sequence (P43220 whole entry, looked up): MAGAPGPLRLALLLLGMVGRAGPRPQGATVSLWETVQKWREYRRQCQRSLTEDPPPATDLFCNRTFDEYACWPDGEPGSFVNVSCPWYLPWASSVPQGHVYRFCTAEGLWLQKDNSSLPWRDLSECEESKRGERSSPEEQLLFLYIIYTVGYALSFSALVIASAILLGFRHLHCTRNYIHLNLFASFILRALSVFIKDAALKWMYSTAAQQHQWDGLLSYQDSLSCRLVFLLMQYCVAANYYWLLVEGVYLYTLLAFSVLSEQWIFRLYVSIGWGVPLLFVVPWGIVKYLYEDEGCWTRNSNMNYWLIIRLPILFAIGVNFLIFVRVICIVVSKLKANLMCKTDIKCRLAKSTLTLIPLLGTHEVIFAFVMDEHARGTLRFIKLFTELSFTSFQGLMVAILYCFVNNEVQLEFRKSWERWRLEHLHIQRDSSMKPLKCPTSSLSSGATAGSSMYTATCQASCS
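Assay principle: reduced luminescence from a cAMP-responsive reporter in HEK293 cells co-expressing a constitutively active GLP-1R. Conditions: 24 hr compound incubation, 37 deg C, 5% CO2.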
* marks the source's active call; other numbers are inactive results; i = inactive; ? = inconclusive; / = not tested or not shown; [ ] = another dose, or the depositor's remark. Unless noted, calls follow the shape of the dose curve; as a rule, active = well fitted curve in the direction sought with a large enough effect; inconclusive = small, poorly fitted or top-dose-only effect, or another doubt; inactive = no such curve, though single readings can be large; an effect the other way counts as inactive or inconclusive. Not all compounds are listed (hit frequency here may not be typical).

molecule,GLP1R cytotox,pAkt inh,MmCpn inh,PTHR1 ag,FUS yeast rescue,aSyn yeast inh,TDP43 rescue,Abeta yeast res,GLP-1R inv ag
C#CCOCCOCCOCCNc1nc(N2CCN(C(=O)CCCCCCCCCCNC(=O)Cn3cc(CCCCCN)nn3)CC2)nc(N2CCN(C(=O)CCCCCCCCCCNC(=O)Cn3cc(C[C@@H](C)O)nn3)CC2)n1,-2%,i,0%,?,?,-3%,5%,3%,8%
CC1CCN(C(=O)Cn2c(-c3cccs3)cc3cc(Cl)ccc32)CC1,-2%,/,/,i,-13%,/,8%,9%,?
COc1ccccc1NC(=O)CSc1nc(-c2ccc(C)cc2)nc2c1Cc1c(CO)cnc(C)c1O2,6%,/,/,-3%,-4%,/,12%,-2%,4%
CCCCC1(CC(=O)OCC)SCCN1C(N)=O (stereo not drawn),-2%,i,/,-21%,-14%,0%,1%,6%,-8%
O=C(NCc1ccccc1)C1=C[C@H](c2ccccc2)C[C@H](OCc2ccc(CO)cc2)O1,-5%,i,/,i,15%,0%,10%,5%,-23%
O=C(COC(=O)Cc1ccc(Cl)cc1Cl)Nc1ccccc1OC(F)F,-6%[1.53 µM],i,1%,i,20%,9%,20µM*,-2%,4%
c1ccc(SCc2cn(C[C@H]3CC[C@@H]([C@@H]4CC[C@H](Cn5cc(CSc6ccccc6)nn5)O4)O3)nn2)cc1,?,i,0%,-29%,39%,-5%,14%,-7%,-30%
CCC(c1nnc(SCC(=O)Nc2ccc(N3CCOCC3)cc2)n1Cc1ccccc1)N(C)C (stereo not drawn),-3%,i,-1%,4%,18%,-10%,-24%,6%,44%[activator]
O=C(NCC(=O)N1CCN(c2ccccc2O)CC1)C1CCCCC1,-4%,i,-6%,i,18%,2%,4%,4%,5%
O=C(COC(=O)c1ccccc1C(=O)c1ccccc1)NCCc1ccccc1,-1%,i,0%,-10%,12%,4%,3%,0%,?
O=C(NCc1ccncc1)C(=O)NCC1OCCCN1S(=O)(=O)c1ccc(F)cc1 (stereo not drawn),5%,i,1%,i,/,-1%,16%,4%,6%
O=C(NCc1cccnc1)c1ccc(Br)s1,0%,i,0%,-11%,2%,4%,-3%,3%,3%
Clc1ccc(-c2cc(-c3ccccn3)on2)c(Cl)c1,7%,i,0%,-46%[inhibitor],18%,-23%,14%,-25%,5.6µM*
COc1ccc(C)cc1NC(=O)C(OC(=O)c1cnc(C)cn1)c1ccccc1 (stereo not drawn),-2%,i,1%,-20%,17%,6%,?,9%,-25%
O=C(CSc1nnc(-c2cccs2)o1)OCc1ccccc1,-8%,i,-1%,-13%,/,7%,?,7%,0%
Cc1cc(C)c(-c2csc(NC(=O)C3=COCCO3)n2)c(C)c1,5%,i,-6%,-26%,28%,-4%,?,-2%,?
Cn1c(CNC(=O)c2ccc(F)cc2)cc2ccccc21,25%,i,0%,-23%,2%,14%,21%,18%,?
Cc1c(N)cccc1-n1cnnn1,-2%[0.307 µM],i,0%,i,-4%,2%,8%,1%,-14%[0.307 µM]
CCn1c(CN2CCOCC2)nnc1SCC(=O)Nc1ccc(C(C)=O)cc1,20%,i,-1%,i,12%,-3%,-25%,-5%,1%
CCn1cc(C(=O)NC2CCCC2)c(=O)c2cc(S(=O)(=O)N3CCOCC3)ccc21,195%[activator],i,/,i,7%,-8%,0%,-7%,12%

Brought forward from above: two entries; new compounds follow.
molecule,GLP1R cytotox,pAkt inh,MmCpn inh,PTHR1 ag,FUS yeast rescue,aSyn yeast inh,TDP43 rescue,Abeta yeast res,GLP-1R inv ag
CCn1c(CN2CCOCC2)nnc1SCC(=O)Nc1ccc(C(C)=O)cc1,20%,i,-1%,i,12%,-3%,-25%,-5%,1%
CCn1cc(C(=O)NC2CCCC2)c(=O)c2cc(S(=O)(=O)N3CCOCC3)ccc21,195%[activator],i,/,i,7%,-8%,0%,-7%,12%
COc1ccccc1C(=O)NC(=O)COC(=O)CCOc1ccccc1C,-6%,i,0%,i,-28%,5%,?,11%,2%
CCC1CN(C(=O)N2CCC(C(=O)NCCc3ccccc3)CC2)c2ccccc2O1 (stereo not drawn),-15%,i,1%,-2%,38%,7%,6%,8%,?
COCC(=O)Oc1c(Sc2ccccc2[N+](=O)[O-])c(C)nn1C(C)(C)C,8%,i,-1%,-21%,-12%,-14%,28%,-8%,?
COC(=O)c1ccc(CNC(=O)C2CCC(=O)N(Cc3ccccn3)C2)cc1 (stereo not drawn),8%,i,-1%,-5%,-1%,-7%,-2%,11%,7%
COc1ccc(/C=C/C(=O)C(C(N)=O)=C2SCCS2)cc1,-1%,i,-2%,-14%,/,-5%,11%,-5%,14%
COC(=O)c1nc(NC(=O)c2cc(OC)c(OC)c(OC)c2)n[nH]1,-6%,i,3%,-30%,21%,-2%,-16%,-5%,14%
O=C(Nc1ccccn1)c1cccc(S(=O)(=O)N2CCOCC2)c1,0%,i,-1%,i,?,-24%,-30%,-11%,-1%
CCOC(=O)c1c(C)[nH]c(C)c1S(=O)(=O)N1CCCC(C(=O)N2CCN(c3cccc(Cl)c3)CC2)C1 (stereo not drawn),-17%,/,/,-59%[inhibitor],8%,/,4%,0%,12%
O=C(Nc1cc(-c2nc3ncccc3o2)ccc1Cl)c1ccc2c(c1)OCO2,5%,i,0%,i,-21%,1%,-13%,-11%,5%
CC(C)C(=O)NNC(=O)C1CC1(c1ccccc1)c1ccccc1 (stereo not drawn),5%,i,0%,-33%,11%,2%,1%,3%,-27%
CC(=O)c1sc(-c2ccc(Cl)cc2)cc1N,-8%,i,-24%,-1%,3%,-3%,?,-8%,4%
O=C(CSc1nc2ccccc2c(=O)n1-c1ccc(F)cc1F)Nc1ccc2c(c1)CCC2,-10%,i,-5%,i,12%,11%,?,-8%,?
N#Cc1cnc(NCc2ccc(Cl)cc2Cl)nc1,-5%,i,0%,-15%,-32%,8%,24%,0%,1%
C[C@H]1CN([C@@H](C)CO)C(=O)c2cc(NC(=O)CCN3CCOCC3)ccc2O[C@H]1CN(C)C(=O)Nc1ccc(F)cc1,-5%,i,3%,26%,-4%,-1%,17%,-4%,18%
CS(=O)(=O)Nc1cccc(C2=NN(C(=O)c3ccccc3)C(c3cccs3)C2)c1 (stereo not drawn),-16%,i,0%,i,27%,2%,5%,4%,?
O=C(C1CC1)N1CCc2cc(Br)cc(S(=O)(=O)N3CCOCC3)c21,-13%,i,-6%,-9%[57.5 µM],9%,-3%,24%,7%,-5%
CCn1cnc2sc(C(=O)N(Cc3ccc(N(C)C)cc3)Cc3ccco3)c(C)c2c1=O,3%,-109%*,-4%,-7%[57.5 µM],?,0%,16%,5%,7%
CCOC(=O)c1c(NC(=S)NC)sc2c1CC(C)(C)SC2,-25%,i,-7%,-9%,25%,7%,9%,?,-12%
O=S1(=O)N=C2CCCCCN2C(c2ccc(Br)cc2)N1 (stereo not drawn),4%,i,-2%,20%,-6%,-5%,-8%[1.82 µM],5%,-1%
COCCN1C(=O)C(=O)/C(=C(/O)c2ccc(S(=O)(=O)N3CCOCC3)cc2)C1c1ccc(OC)c(OC)c1 (stereo not drawn),-4%,i,-1%,i,/,3%,16%,2%,0%
CC(C)[C@@H](CO)N(C)S(=O)(=O)c1ccccc1Br,-2%,i,-2%,i,11%,-5%,5%,4%,8%
CCOc1ccc(-c2nc(-c3ccc(OC)cc3)no2)cc1OCC,-2%,i,1%,i,9%,1%,?,1%,3%
COC(=O)c1ccc(NC(=O)CSc2nnc(-c3cccnc3)o2)cc1,8%,i,0%,-5%,-8%,-5%,23%,-5%,14%
O=C(NCc1ccccc1)c1ccc(CS(=O)(=O)c2ccccc2)o1,0%,i,1%,?,32%,2%,4%,12%,8%
Cc1nc(Br)c(Br)n1Cc1ccccc1,22%,i,/,-28%,9%,4%,11µM*,10%,-30%
CCC(C)(NC(=O)c1ccccn1)C(=O)NC1CCCCC1 (stereo not drawn),6%,i,-3%,i,16%,4%,12%,0%,1%
COc1ccccc1-c1cc(C(=O)N2CCN(c3ccccc3OC)CC2)no1,-10%,i,2%,-15%,3%,19%,18µM*,3%,-3%
O=C(CN1C(=O)c2ccccc2S1(=O)=O)NCCC1=CCCCC1,-5%,i,0%,-22%,-35%,5%,-2%,4%[9.22 µM],-28%
COc1cc(C)c(Cl)cc1S(=O)(=O)N1CCSC1,-3%,i,-1%,-21%,0%,10%,18%,21%,-13%
CCOc1cc(CNCCc2ccc(S(N)(=O)=O)cc2)ccc1OCC(=O)NC1CCCCC1,?,i,2%,i,-6%,-10%,-12%,-3%,?
